Bioassay records from PubChem BioAssay.
Wnt bcat act = Wnt/beta-catenin pathway activators, primary screen, cell-based, plate reader, single point | Wnt/beta-catenin reporter cell assay, activator | activation, % at 9.35 µM | hit rate 1.2% among 300,000 | AID 743398, 2014; in the data active means activation above about 30%, passing the limit was not always enough;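 further: 0% = neutral control wells and 100% = positive control wells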
* marks the source's active call; other numbers are inactive results.

SMILES	Wnt bcat act
O=C(OCc1ccccc1)N1CCN(C(c2ccnc3ccccc23)c2nnnn2-c2ccc3c(c2)OCCO3)CC1 (centres undefined)	1
O=C(NCc1nnnn1-c1ccc(Cl)cc1)C1CC(=O)N(c2ccc(F)cc2)C1 (centres undefined)	0
Cc1ccc(C(NC(=O)C2CCN(CCCOc3ccccc3)CC2)c2ccccn2)cc1 (centres undefined)	-5
Cc1ccc(OCCn2cnc3sc(C(N)=O)c(C)c3c2=O)cc1	-2
CC(C)c1ccc(NC(=O)COC(=O)Cn2cnc3c2c(=O)n(C)c(=O)n3C)cc1	-1
CCCS(=O)(=O)NC(=O)C1(C)CCN(C(=O)c2ccc(C(=O)OC)cc2)C1 (centres undefined)	2
CC(=Cc1cccs1)C(=O)c1ccccc1	-4
CC(C)Oc1ccc(F)cc1-c1cc(C(=O)NCc2ccc(F)cc2)[nH]n1	-2
CCCCc1c(-c2cccc(Cl)c2)ncn1CCc1ccccc1OC	-11
Cn1ccn(CCCCCCn2ccn(C)c2=S)c1=S	0
COC(=O)[C@H](Cc1ccccc1)NC(=O)[C@H]1O[C@@H](n2cnc3c(=O)[nH]c(N)nc32)[C@H](O)[C@@H]1O	-1
CC(=O)OC1CCC2(C)C(CCC3C4CC=C(C(C)=O)C4(C)OC(=O)CC32)C1 (centres undefined)	-6
N#Cc1ccccc1OCC(=O)N1CC(=O)Nc2ccccc21	1
C=CCNc1nc(-c2sc(NC(=O)C(C)(C)C)nc2C)c(-n2cc(-c3ccccc3)nn2)s1	-3
COc1ccc(C(O)c2nc(-c3ccc(F)cc3OC)cs2)cc1 (centres undefined)	0
COc1ccccc1-c1csc(C(O)c2cccc(Cl)c2)n1 (centres undefined)	-1
Cc1cnc(C(=O)N(c2ccc(N3CCOCC3)cc2)C2C(=O)Nc3ccccc3N=C2c2ccc(F)cc2)cn1 (centres undefined)	-1
COC(=O)C1C2OC(C(Br)C2Br)C1C(=O)OC (centres undefined)	-6
O=C1NC(Cc2ccc(O)cc2)c2nc3ccc(Br)cc3c(=O)n2-c2ccc(Cl)cc21 (centres undefined)	0
O=C(NC1CCCCC1)C(CCc1ccccc1)n1c(=O)c(-c2ccccc2)nc2ccccc21 (centres undefined)	-4
CSCCC(c1nc2ccccc2[nH]1)n1c(-c2ccc(C)cc2)nc2ccccc21 (centres undefined)	18
CCOC(=O)C1=C[C@@H](c2ccccc2)N(S(=O)(=O)c2ccc(C)cc2)[C@H]1c1ccc(F)cc1	-2
COc1ccccc1CNc1nc2cc(-c3ccc(OC)c(OC)c3)sc2c(=O)n1C	0
COc1ccc(C(=O)N2CCCC(C)(C(=O)NS(=O)(=O)C3CC3)C2)c(OC)c1 (centres undefined)	-1
Cc1ccc(S(=O)(=O)NC(=O)C2(C)CCN2C(=O)Cc2ccc(C(C)(C)C)cc2)nc1 (centres undefined)	-5

By substructure, the entries above with two or more sulfur atoms (two)
SMILES	Wnt bcat act
Cn1ccn(CCCCCCn2ccn(C)c2=S)c1=S	0
C=CCNc1nc(-c2sc(NC(=O)C(C)(C)C)nc2C)c(-n2cc(-c3ccccc3)nn2)s1	-3

New compounds follow:
SMILES	Wnt bcat act
Cc1cc2nc(C(C)(C)C)c(Cc3ccsc3)n2c(C)c1Br	-4
COC(=O)[C@]12CCCCC=C1N(Cc1ccc(Cl)cc1Cl)C(=O)[C@H](CC(=O)NCc1ccccc1)C2	-3
C/C(=N\N=C(/C)c1cccc(N)c1)c1cccc(N)c1	9
Cc1cc(C)cc(C(O)c2ncc(-c3ccccc3C(F)(F)F)[nH]2)c1 (centres undefined)	-8
CCN(CC)C(=O)C1=C(C)N(CCCOC)C(=O)C(CC(=O)NCCc2ccccn2)C1 (centres undefined)	-2
CCOC(=O)C1(C)CCN1C(=O)c1ccc(-c2ccccc2)cc1 (centres undefined)	0
CSc1ncnc2c1ncn2CCCNCC1CCCO1 (centres undefined)	-2
CCSc1ccc(-c2cc(NC=O)c3ncc(-c4cccc(C(=O)N(C)C)c4)n3c2)cc1	-7
O=C(c1[nH]c(C(F)(F)F)nc1-c1ccccc1)N1CCc2ccccc2C1	-1
COc1ccc(N2CSC(=S)N(c3ccc(OC)cc3)C2)cc1	2
O=C(N[C@H](C(=O)N1CCC[C@H]1C(=O)NCCc1ccccc1Cl)c1ccccc1)c1ccco1	0
COc1ccc(CNC(=O)C[C@@H]2CC[C@@H](NS(=O)(=O)c3cccc(OC)c3)[C@@H](CO)O2)cc1	-1
C[C@@H]1CN([C@@H](C)CO)C(=O)CCCn2nncc2CO[C@@H]1CN(C)S(=O)(=O)c1ccc(Oc2ccccc2)cc1	-2
O=C(Nc1ncccc1O)c1ccc(S(=O)(=O)NCc2ccco2)cc1	-7
NC(COCc1ccccc1)c1csc(Nc2cc(Oc3ccccc3)ncn2)n1 (centres undefined)	-2
Cc1ccc2ccccc2c1C(O)c1ncc(-c2ccc(Cl)cc2)[nH]1 (centres undefined)	-2
NC(CO)c1csc(NC(=O)Nc2ccccc2Cc2ccccc2)n1 (centres undefined)	-2
CCc1noc(C)c1C(=O)N1CCCC(Nc2cccc(F)c2)C1 (centres undefined)	0
CCOc1ccccc1N1C(=O)CC(Sc2ccccc2N)C1=O (centres undefined)	-1
COc1ccc(C2=Nc3ccccc3NC(=O)C2N(C(=O)c2cc3ccccc3[nH]2)c2ccccc2)cc1 (centres undefined)	24
CC12CCC(C(=O)N(CC(O)CN3CCN(Cc4ccccc4)CC3)C1=O)C2(C)C (centres undefined)	-1
CCOC(=O)[C@]12CCC=C1N(Cc1ccc(Cl)cc1Cl)C(=O)[C@H](CC(=O)NCCCOC)C2	-1
NC(c1ccc(F)c(F)c1)c1nc(-c2ccc3ccccc3c2)cs1 (centres undefined)	0
O=C(NCCOc1ccccc1)c1ccccc1F	3
CCOC(=O)C1(C)CCN1C(=O)c1ccc2c(c1)CCO2 (centres undefined)	-1
(further entries)
SMILES	Wnt bcat act
CC(C)Oc1ccccc1/C=N/NC(=O)C1CC1	3
O=C(c1ccccc1)N1CCN(c2cc(Cl)nc3cc(-c4cccc(Cl)c4)nn23)CC1	-1
Cc1ncc(CO)n1Cc1ccc(Cl)cc1	-3
CCOC(=O)C1(C)CCN1C(=O)CSc1ccccc1 (centres undefined)	-5
O=C1/C(=N\S(=O)(=O)c2cccs2)C([n+]2ccc(CCCc3ccccc3)cc2)=C([O-])c2ccccc21	3
CCOC(=O)N1CCN(CC(=O)Nc2nccs2)CC1	2
COc1ccccc1N/C=C1/Sc2cc(Cl)ccc2NC1=O	1
Cc1ccn2c(Cc3ccccc3)c(-c3ccc(Br)cc3)nc2c1	12
CNC(=O)C[C@H]1C(=O)N(c2ccccc2)C[C@@H]1Cc1ccccc1	-2
CC1(Oc2ccc(Cl)cc2)CCN(Cc2ccc(-c3ccccn3)cc2)C1 (centres undefined)	-2
O=C(Nc1ccc2c(c1)OCCO2)C(c1cc2ccccc2o1)N1CCN(C/C=C/c2ccccc2)CC1 (centres undefined)	-3
C[C@H]1CN([C@@H](C)CO)C(=O)CCCn2nncc2CO[C@H]1CN(C)S(=O)(=O)c1cccs1	-2
Cc1cccc(C(=O)Nc2ccc(C(=O)c3ccccc3)cc2)c1	17
CC(=O)N1c2ccc(S(=O)(=O)N3CCCC(C(=O)Nc4ccc(C)cc4)C3)cc2CC1C (centres undefined)	-1
Cc1cccc(C)c1NC(=O)c1csc(COCCO)n1	2
COc1ccc(-c2c(C(=O)c3ccccc3)[nH]c(N)c2C(=O)c2ccc(Br)cc2)cc1OC	-2
CCOc1ccccc1NC(=S)C(=C([O-])c1ccc2c(c1)OCCO2)[n+]1ccc(CC)cc1	-2
CCC1NC(=O)c2cc3ccccc3cc2-n2c1nc1ccc(OC)cc1c2=O (centres undefined)	-1
CN(C)CCN(Cc1ccccc1)C(c1cc2ccccc2o1)c1nnnn1C(C)(C)C (centres undefined)	-2
COc1cccc(C2NC(=O)N(CCCC(=O)O)C(C)=C2C(=O)OCc2ccccc2)c1 (centres undefined)	1
CCc1nc2c(OCCC3CCCCC3)cccn2c1N(C)C(=O)c1ccncc1	15
O=C(Cc1ccc(F)cc1)Nc1cc(S(=O)(=O)N2CCOCC2)ccc1N1CCCCC1	-8
COc1ccc([C@H]2C[C@@H](O)[C@H](n3cc(COC(=O)c4ccccc4)nn3)CN2C(=O)C2CCCCC2)cc1	-2
CCOC(=O)C1=C(C(=O)OCC)C2N(Cc3ccc(C(F)(F)F)cc3)c3ccccc3[C@@]23C[C@@H](C(=O)OC)N(S(=O)(=O)c2ccc(OC)cc2)C3=N1 (some centres undefined)	-5
OC(c1ccc(F)c(F)c1)c1nc(-c2cc(F)cc(F)c2)cs1 (centres undefined)	16
Next records follow.
SMILES	Wnt bcat act
O=C(NCc1ccc(F)cc1)c1ccc(S(=O)(=O)N2CCCC2)cc1	-1
Cc1ccc(Cc2c(-c3ccc(Cl)cc3)nc3c(C)cc(Br)cn23)cc1	3
CCOC(=O)[C@]12CCCC=C1N(Cc1ccco1)C(=O)[C@H](CC(=O)NCC1CCCCC1)C2	-1
Cc1cc(C)n2c(Nc3ccc4c(c3)OCCO4)c(CCc3ccccc3)nc2n1	5
Clc1ccc(NN(Cc2ccncc2)c2ccc(Cl)cc2)cc1	-5
O=S1(=O)N[C@@H](Cc2ccccc2)COc2cc(N3CCCCC3)ccc21	-1
COc1cccc(C2CC(=O)Nc3cc(C)c(C)cc32)c1 (centres undefined)	-3
CCC(CC)C(=O)N(C)c1c(C)nc2c(OCc3ccc(C(F)(F)F)cc3)cccn12	-1
COCCN1C(=O)CN(S(C)(=O)=O)CC1(C)C(=O)NC(C)C (centres undefined)	-1
C(=N\Nc1nc(-c2cccnc2)nc2ccccc12)/c1ccccc1	8
Cc1ccc(S(=O)(=O)N2C3CCCCC3O[C@H]2CC(=O)Oc2ccccc2)cc1 (some centres undefined)	0
CCOc1ccc(-c2noc(-c3csc([C@@H]4C[C@H](O)[C@@H](CO)O4)n3)n2)cc1	-1
CCOc1ccc(Cc2c(O)nc(SC)[nH]c2=O)cc1	-1
COC(=O)[C@]12CCCCC=C1N(Cc1ccco1)C(=O)[C@H](CC(=O)N1CCCCC1)C2	1
CC(CC(=O)c1ccccc1)=NCC(O)CN=C(C)CC(=O)c1ccccc1 (centres undefined)	0
COc1ccc2ccccc2c1/C=N\NC(=O)c1cccnc1	1
CC(=O)N1CCN(c2ccc(N3CCN(Cc4ccccc4)[C@@H](C)C3)c(C)c2)[C@@H](C)C1	-5
CCOC(=O)N1CCN(C(=O)c2[nH]c(C(F)(F)F)nc2-c2ccccc2)CC1	-2
COc1ccc([C@H]2N[C@]3(CCCN(Cc4ccc(C(F)(F)F)cc4)C3=O)[C@H]3C(=O)N(C)C(=O)[C@@H]23)cc1	-2
CC(C)Oc1ccc(F)cc1-c1cc(C(=O)NCc2ccc(C(F)(F)F)cc2)[nH]n1	-1
CC(=O)c1ccc(-c2ccccc2C2=CC(=O)CC(C)(C)C2=O)cc1	-2
OCC1OC(c2ccc(O)cc2O)C(O)C1O (centres undefined)	-1
CN(CCCn1cnc2c(OCc3ccccc3)ncnc21)Cc1ccco1	4
CCSCCCn1[nH]c2ccccc2c1=O	11
C[C@@H]1CN([C@@H](C)CO)C(=O)c2cc(Br)cnc2O[C@H]1CN(C)C(=O)Nc1ccc(F)cc1	-1

In the list so far, these have a tert-butyl group:
SMILES	Wnt bcat act
C=CCNc1nc(-c2sc(NC(=O)C(C)(C)C)nc2C)c(-n2cc(-c3ccccc3)nn2)s1	-3
Cc1ccc(S(=O)(=O)NC(=O)C2(C)CCN2C(=O)Cc2ccc(C(C)(C)C)cc2)nc1 (centres undefined)	-5
Cc1cc2nc(C(C)(C)C)c(Cc3ccsc3)n2c(C)c1Br	-4
CN(C)CCN(Cc1ccccc1)C(c1cc2ccccc2o1)c1nnnn1C(C)(C)C (centres undefined)	-2

Two of the compounds above, comma-delimited.
compound,Wnt bcat act
C[C@@H]1CN([C@@H](C)CO)C(=O)c2cc(Br)cnc2O[C@H]1CN(C)C(=O)Nc1ccc(F)cc1,-1
COC(=O)[C@]12CCCCC=C1N(Cc1ccco1)C(=O)[C@H](CC(=O)N1CCCCC1)C2,1

Continued:
SMILES	Wnt bcat act
C[C@@H](O)CNC(=O)c1[nH]cnc1C(=O)Nc1cccc(Cl)c1	-2
CN(C)Cc1cn(CC[C@@H]2CC[C@@H](NC(=O)Nc3ccccc3F)[C@@H](CO)O2)nn1	-1
CC(C)c1cc(C(F)(F)F)nc(NNc2nc(C(C)C)cc(C(F)(F)F)n2)n1	0
FC(F)C(F)(F)Oc1cccc(Nc2nccn3c(-c4cccc5cccnc45)cnc23)c1	-2
C[C@H]1CN(c2ccc(N3CCN(C(=O)OC(C)(C)C)C[C@@H]3C)cc2C#N)CCN1Cc1ccccc1	-6
c1ccc(Nc2ccc(NCCc3c[nH]c4ccccc34)cc2)cc1	10
Cc1nc2ccc(C(=O)NC(C)(C)C)cn2c1N(C)C(=O)CCc1ccccc1	1
CN(C)c1ccc(C=Cc2ccnc3c(O)cccc23)cc1	-14
C[C@@H](c1ccccc1)N1C[C@H](COCc2ccccc2)Oc2cc(N3CCC[C@@H]3CO)ccc2S1(=O)=O	-1
CC(C)Oc1cccc(C(=O)Nc2nnc([C@H]3C[C@H](O)[C@@H](CO)O3)s2)c1	-2
Cc1ccc(NC(=O)OC[C@@H]2CSCCS(=O)(=O)N2)cc1	-2
Cn1nc(C(C)(C)C)cc1C(=O)N1CCCC(C)(C(=O)NS(=O)(=O)C2CC2)C1 (centres undefined)	-1

Pulled one by one from the entries so far:
SMILES	Wnt bcat act
c1ccc(Nc2ccc(NCCc3c[nH]c4ccccc34)cc2)cc1	10
Cc1nc2ccc(C(=O)NC(C)(C)C)cn2c1N(C)C(=O)CCc1ccccc1	1

These rows are one share of the data; count on the stated rates, not on these rows.
